Source: PubChem
PI4K2A block: PI4K2A (human) kinase inhibition. activity change, negative = inhibition, % at 76.9 µM. purified PI4K2A, ADP-Glo luminescence, 1 h; active compounds read low. hit rate 0.13% among 420,000; in the data active = activity change below about -50%; inconclusive = mostly about -30% to -49%;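 also: -100% = wells without enzyme as full effect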
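PI4K2A activity was measured by ADP-Glo luminescence: enzyme (4 ug/mL stock) and phosphatidylinositol (1.2 mM stock) in Tris pH 7.5/MgCl2/EGTA/Triton X-100 buffer were reacted with ATP (300 microM stock) for one hour at ambient temperature.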
Pin1 inhibitor: blocks the human prolyl isomerase Pin1 | Q13526 | Pin1 FP peptide displacement, HiFluor488, 10 min | Potency, µM (top dose mostly 115 µM), inactives show at the top dose activity, negative = inhibition, actives largely listed as inhibitors | hit rate 0.009% among 390,000 | AID 504891; active = well fitted inhibition curve with a large enough effect in the polarisation, with a control signal flat, not every such curve was filed as active; inconclusive = small, poorly fitted or top-dose-only effect, or effect the other way, or a change in a side signal; inactive = no such curve, though single readings can be large or run the other way; the % refers to the polarisation; also: potency is read from the fitted curve at half-maximal effect; % is scaled to controls: 0 for no effect and ±100 for the full control effect
JMJD2A Tudor inh: JMJD2A Tudor domain (human) inhibition; AlphaScreen JMJD2A-Tudor / H3K4me3 peptide binding; Potency, µM (titrated, usually from 114 µM), for the others: at the top dose activity change, negative = inhibition, hits mostly inhibitors; hit rate 4.4% among 390,000; also: potency is read from the fitted curve at half-maximal effect; % is scaled to controls: 0 for no effect and ±100 for the full control effect; nearly all actives have a fitted effect of over 50% in size
G9a inh: blocks human histone lysine methyltransferase G9a; hit rate 8.8% among 350,000; Q96KQ7; G9a H3K9 monomethylation, AlphaScreen, 2 h; Potency, µM (top dose mostly 102 µM), without a hit: at the highest dose activity, negative = inhibition, most hits filed as inhibitors; also: potency is read from the fitted curve at half-maximal effect; % is scaled to controls: 0 for no effect and ±100 for the full control effect; nearly all actives have a fitted effect of over 75% in size
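Quantitative HTS format: methyltransferase activity on a biotin-tagged H3K9 peptide is measured by AlphaScreen, using a rabbit anti-monomethyl-H3K9 antibody with streptavidin donor and anti-IgG acceptor beads. Final levels are 20 nM enzyme, 500 nM peptide, 20 uM SAM; 2 h RT.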
PGK inhibitor: blocks T. brucei phosphoglycerate kinase; P07378; PGK/GAPDH coupled, Kinase-Glo luminescence, 60 min; Potency, µM (series often up to 57.5 µM), for the others: at the top dose activity change, negative = inhibition, most hits filed as inhibitors; hit rate 0.043% among 380,000; also: potency is read from the fitted curve at half-maximal effect; % is scaled to controls: 0 for no effect and ±100 for the full control effect; nearly all actives have a fitted effect of over 60% in size
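Recombinant glycosomal PGK reaction used 1,3-bisphosphoglycerate generated in-well by GAPDH (100nM final) in 100mM TEA pH 7.6, 5mM MgCl2, 0.01% Tween-20. After 60 minutes at room temperature, ATP was read by Kinase-Glo Plus luminescence end-point.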
GLS inh: inhibitors of human glutaminase (GLS) | O94925 | GLS enzymatic activity, qHTS titration | Potency, µM (doses to about 45.5 µM), for inactives: at the highest dose activity change, negative = inhibition, most hits filed as inhibitors | hit rate 0.21% among 410,000; also: potency is read from the fitted curve at half-maximal effect; % is scaled to controls: 0 for no effect and ±100 for the full control effect
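Human kidney-isoform GLS in 45 mM KH2PO4 pH 8.2, 0.02% Tween-20, with compound, started with 1mM L-Glutamine (added stock). Glutamate oxidase/HRP/Amplex red coupled fluorescence read at start and after 30 min at RT.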
HP1b chromo inh: inhibitors of HP1-beta chromodomain binding to methylated histone tails. Potency, µM (highest dose often 114 µM), for inactives: top-dose activity change, negative = inhibition, hits mostly inhibitors. AlphaScreen HP1-beta / biotin-H3K9me3 peptide binding. hit rate 0.56% among 390,000. P83916; also: potency is read from the fitted curve at half-maximal effect; nearly all actives have a fitted effect of over 70% in size; inactives centre near 23
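Compound inhibition of the preformed complex between 50 nM HP1-beta and 50 nM biotinylated H3K9me3 peptide was read by AlphaScreen. Buffer was PBS pH 7.4 with 0.01% Tween-20. Incubations ran 30 min at room temperature, with 10 ug/mL donor/acceptor beads.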
Pol eta inh: blocks human DNA polymerase eta activity; hit rate 1.2% among 390,000; Potency, µM (top dose mostly 114 µM), for the others: at the top dose activity change, negative = inhibition, usual class: inhibitors; recombinant Pol eta, fluorescent DNA replication assay; AID 588591; Q9Y253; also: potency is read from the fitted curve at half-maximal effect; % is scaled to controls: 0 for no effect and ±100 for the full control effect
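Fluorescent replication assay: 50 nM final substrate added after a 15 min room-temperature compound preincubation with 10 nM enzyme. Signal taken at 0 min and again at 10 min.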
BAZ2B inh: blocks human BAZ2B. Q9UIF8. AlphaScreen BAZ2B-H3K14Ac peptide displacement. Potency, µM (series often up to 114 µM), for inactives: at the highest dose activity change, negative = inhibition, actives largely listed as inhibitors. hit rate 4.4% among 360,000; also: potency is read from the fitted curve at half-maximal effect; % is scaled to controls: 0 for no effect and ±100 for the full control effect; nearly all actives have a fitted effect of over 60% in size
Target sequence (Q9UIF8 whole entry, looked up): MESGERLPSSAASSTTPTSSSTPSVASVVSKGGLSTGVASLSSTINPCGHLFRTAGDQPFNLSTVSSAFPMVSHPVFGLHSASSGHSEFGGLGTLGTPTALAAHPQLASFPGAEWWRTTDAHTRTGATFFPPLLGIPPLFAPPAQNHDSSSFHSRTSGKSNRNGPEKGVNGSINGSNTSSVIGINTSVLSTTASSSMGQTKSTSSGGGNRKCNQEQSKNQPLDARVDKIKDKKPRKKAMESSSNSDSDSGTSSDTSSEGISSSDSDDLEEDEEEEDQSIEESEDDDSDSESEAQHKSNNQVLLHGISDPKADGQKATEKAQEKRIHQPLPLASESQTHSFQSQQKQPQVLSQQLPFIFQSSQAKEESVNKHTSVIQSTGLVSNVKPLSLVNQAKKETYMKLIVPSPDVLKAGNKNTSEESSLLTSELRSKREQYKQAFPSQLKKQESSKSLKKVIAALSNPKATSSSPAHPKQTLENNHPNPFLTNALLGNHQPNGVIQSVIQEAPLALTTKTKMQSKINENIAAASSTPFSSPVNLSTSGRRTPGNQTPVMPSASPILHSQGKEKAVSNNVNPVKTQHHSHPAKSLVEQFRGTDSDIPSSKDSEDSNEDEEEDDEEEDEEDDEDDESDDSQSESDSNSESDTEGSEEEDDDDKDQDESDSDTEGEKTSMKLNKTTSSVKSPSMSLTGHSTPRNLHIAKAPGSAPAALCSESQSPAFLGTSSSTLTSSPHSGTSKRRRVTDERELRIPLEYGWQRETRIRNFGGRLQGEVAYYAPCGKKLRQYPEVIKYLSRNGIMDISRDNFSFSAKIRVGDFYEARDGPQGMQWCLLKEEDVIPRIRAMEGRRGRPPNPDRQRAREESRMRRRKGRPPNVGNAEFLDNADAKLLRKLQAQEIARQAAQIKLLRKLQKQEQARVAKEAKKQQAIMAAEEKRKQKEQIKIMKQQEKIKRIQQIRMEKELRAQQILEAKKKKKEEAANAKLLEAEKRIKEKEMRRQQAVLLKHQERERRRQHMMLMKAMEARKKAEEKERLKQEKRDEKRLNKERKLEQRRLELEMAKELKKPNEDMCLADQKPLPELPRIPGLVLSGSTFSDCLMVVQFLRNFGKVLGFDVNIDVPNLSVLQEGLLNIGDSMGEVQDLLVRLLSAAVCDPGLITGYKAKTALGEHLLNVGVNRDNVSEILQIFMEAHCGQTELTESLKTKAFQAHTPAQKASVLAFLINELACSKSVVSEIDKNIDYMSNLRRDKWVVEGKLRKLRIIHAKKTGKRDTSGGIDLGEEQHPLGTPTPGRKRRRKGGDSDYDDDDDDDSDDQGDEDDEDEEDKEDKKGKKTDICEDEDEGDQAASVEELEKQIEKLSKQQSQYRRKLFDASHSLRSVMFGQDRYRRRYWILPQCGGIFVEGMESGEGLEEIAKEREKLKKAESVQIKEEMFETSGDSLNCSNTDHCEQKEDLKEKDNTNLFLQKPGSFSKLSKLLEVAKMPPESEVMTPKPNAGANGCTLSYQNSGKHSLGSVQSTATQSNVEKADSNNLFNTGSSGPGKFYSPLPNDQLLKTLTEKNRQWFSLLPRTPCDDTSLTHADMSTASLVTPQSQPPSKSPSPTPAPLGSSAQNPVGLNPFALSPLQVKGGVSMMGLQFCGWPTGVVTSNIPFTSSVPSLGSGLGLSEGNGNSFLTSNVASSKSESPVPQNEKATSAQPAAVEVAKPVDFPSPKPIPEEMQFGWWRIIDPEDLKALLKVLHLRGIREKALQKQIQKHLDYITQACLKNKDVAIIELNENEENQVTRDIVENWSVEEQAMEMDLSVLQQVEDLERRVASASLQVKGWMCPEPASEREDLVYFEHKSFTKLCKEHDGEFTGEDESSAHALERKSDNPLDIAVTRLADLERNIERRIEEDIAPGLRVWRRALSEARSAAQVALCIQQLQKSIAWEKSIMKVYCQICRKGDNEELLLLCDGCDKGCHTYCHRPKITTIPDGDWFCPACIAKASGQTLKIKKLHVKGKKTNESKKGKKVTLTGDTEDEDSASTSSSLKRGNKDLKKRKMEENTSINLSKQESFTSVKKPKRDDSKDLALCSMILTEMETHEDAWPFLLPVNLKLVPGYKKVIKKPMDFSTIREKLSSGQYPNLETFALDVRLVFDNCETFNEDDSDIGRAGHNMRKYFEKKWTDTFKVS
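AlphaScreen displacement of biotin-H3(5-23)K14Ac peptide (50 nM final) from BAZ2B (50 nM final) in PBS pH 7.4, 0.01% Tween-20; complex preformed 30 min RT, then compounds (top 110 uM) 30 min RT, beads 20 min dark.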
* = called active by the depositor; i = inactive; ? = inconclusive; / = no result given; & = joins results of further samples; [ ] = another dose, or the depositor's remark. Unless noted, calls follow the shape of the dose curve; as a rule, active = well fitted curve in the direction sought with a large enough effect; inconclusive = small, poorly fitted or top-dose-only effect, or another doubt; inactive = no such curve, though single readings can be large; an effect the other way counts as inactive or inconclusive. This is a subset, so the mix of outcomes need not match the whole.

PI4K2A block | Pin1 inhibitor | JMJD2A Tudor inh | G9a inh | PGK inhibitor | GLS inh | HP1b chromo inh | Pol eta inh | BAZ2B inh | SMILES
5 | 1% | -8% | -3% | -5% | -5% | 33% | -9% | -4% | CC(C)n1c(SCC(=O)Nc2ccc3c(c2)OCO3)nc2c1c(=O)n(C)c(=O)n2C
1 | -2% | ? | -9%[12.7 µM] | -7% | 5% | 3% | -9% | ? | Cc1ccc(-c2noc(CSc3nnc(-c4ccncc4)n3-c3ccc(C)cc3)n2)cc1
1 | -8% | -16% | 49%[activator] | -1% | 3% | 2% | 0% | 10% | CNC(=O)CCC(=O)Nc1ccc(C)cc1
6&-1 | 39%[activator] | -12% | 5%[12.7 µM] | 0%&-2% | 33%&23%[activator] | 31%&27% | -1%&11% | ? | O=C(O)Cn1c(O)c(C=Nc2ccccc2)sc1=S
1 | -8% | -15% | 21% | -5% | 0% | 29% | -8% | -11% | CC(C)(C)n1nc2c(c1NC(=O)c1ccc(F)c(F)c1)CS(=O)(=O)C2
-1 | -12% | 45%[activator] | / | -2% | -18% | 90%[activator] | 8% | / | O=C(OCc1cc(Cl)cc2c1OCOC2)c1cccnc1Cl
4 | 10% | -6% | ? | 3% | 3% | 16% | -9% | -3% | COc1ccc(C(=O)N/C(=C\c2ccco2)C(=O)NCc2cccnc2)cc1
4 | -2% | ? | 50µM* | -7% | 24% | 9% | 2% | / | O=C1c2cccnc2C(Nc2ccc(Br)cc2)N1Cc1cccs1 (stereo not drawn)
-1 | 4% | 25µM* | 11µM* | -5% | 8% | 45µM* | -14% | 18µM* | CSc1ccc(N=Nc2c(C)[nH]n(C)c2=O)cc1
2 | -12% | -1% | 13% | i | -5% | 50%[activator] | -22% | 0% | S=C(Nc1ccc(Cl)cc1)NC1CCCCC1
-1 | / | / | / | -1% | 2% | / | -12% | / | COc1ccc([C@H]2N[C@]3(CCCN(Cc4ccc(Cl)cc4)C3=O)[C@H]3C(=O)N(Cc4ccccc4)C(=O)[C@@H]23)cc1
8 | 2% | 10% | 1% | -13% | -3% | 51%[activator] | -11% | -3% | Cn1nnnc1SCC(=O)N1CCN(S(=O)(=O)c2ccccc2)CC1
-3 | 30% | 1% | 4%[59 µM] | -7% | 2% | 34% | -6% | -2% | Cc1c(C(=O)OCC2CCCCC2)[nH]c2c1C(=O)CC(c1ccccc1Cl)C2 (stereo not drawn)
7 | -7% | -1% | / | -4% | 4% | 10% | -1% | / | O=C(Cc1ccccc1)NCc1nc2ccccc2[nH]1
-2 | 0% | -11% | / | -9% | 5% | 32% | -13% | / | Fc1ccc2cc(-c3cccnc3)ncc2c1
-5 | 1% | -13% | -2%[2.33 µM] | i | 1% | 40%[activator] | -22% | 5% | O=C(NCCOc1ccccc1)c1ccc2n[nH]nc2c1
3 | 1% | -3% | 1% | -5% | -34% | 37%[activator] | 11% | -3% | COCCN(CC(=O)Nc1ccc(F)cc1)S(=O)(=O)c1ccc(S(=O)(=O)N2CCCC2)cc1
3 | -3% | 9% | 6%[59 µM] | i | -2% | 28% | -8% | 0% | CCc1c(C)nc(SC)n(CC#N)c1=O
6 | 11% | -21% | 14% | -5% | -6% | 57%[activator] | -30% | 3% | C=CCOc1ccc(/C=C2\SC(N3CCCCC3)=NC2=O)cc1
-1 | -12% | -1% | / | 1% | 0% | 44%[activator] | -17% | / | CCN1C[C@@H]2[C@@H]3C(=O)N(Cc4ccccc4)C(=O)[C@@H]3[C@](C)(C1=O)N2C(=O)c1ccccc1
1 | -2% | -11% | 10% | 0% | 12% | 59%[activator] | -1% | -17% | O=C(O)c1sccc1Oc1ccc(NS(=O)(=O)c2ccccc2)cc1
0 | -12% | -15% | / | -5% | 2% | 30% | -4% | 2% | CCOC(=O)CSc1n[nH]c(NC(C)=O)n1
0 | -1% | 7% | ? | -7% | 8% | ? | -16% | -9% | CC(=O)N(C)Cc1ccc(C(=O)CCl)cc1
4 | 1% | -11% | ? | 4% | 24% | 21% | -21% | 61%[activator] | CCCn1c(SCC(=O)Nc2sc(C)c(C)c2C#N)nnc1C(C)C
-1 | 2% | 0% | 6%[59 µM] | i | -5% | 50%[activator] | -11% | -25% | CCc1ccccc1Nc1nn2c(=O)c3ccc(C(=O)NCCC4=CCCCC4)cc3nc2s1
0 | -8% | -9% | / | -2% | 5% | 8% | -23% | 5% | O=C(NCC(=O)N1CCCC1)c1ccc(Br)o1
1 | 2% | -8% | 17% | 3% | 1% | 18% | 7% | 0% | COc1cc(OC)cc(C(=O)NCC(=O)NC(C)c2ccccc2)c1 (stereo not drawn)
0 | 49%[activator] | -16% | 2%[59 µM] | i | -8% | 6% | -8% | -3% | COc1ccc(Cn2c(=O)c3oc4ccccc4c3n(CC(=O)Nc3ccc(F)cc3F)c2=O)cc1
-2 | -1% | -11% | / | -10% | -3% | 35% | -9% | -5% | CC(C)C[C@@H](CN=[N+]=[N-])N1CCN(C)CCC1=O
-2 | -1% | -10% | -30% | -8% | 3% | 7% | -18% | -5% | O=C(CN1C(=O)C2CC=CCC2C1=O)Nc1ccc(S(=O)(=O)N2CCOCC2)cc1 (stereo not drawn)

One compound at a time, from the list above:
COc1ccc(Cn2c(=O)c3oc4ccccc4c3n(CC(=O)Nc3ccc(F)cc3F)c2=O)cc1 reads PI4K2A block: 0; Pin1 inhibitor: 49%[activator]; JMJD2A Tudor inh: -16%; G9a inh: 2%[59 µM]; PGK inhibitor: i; GLS inh: -8%; HP1b chromo inh: 6%; Pol eta inh: -8%; BAZ2B inh: -3%
CCOC(=O)CSc1n[nH]c(NC(C)=O)n1 reads PI4K2A block: 0; Pin1 inhibitor: -12%; JMJD2A Tudor inh: -15%; G9a inh: /; PGK inhibitor: -5%; GLS inh: 2%; HP1b chromo inh: 30%; Pol eta inh: -4%; BAZ2B inh: 2%

The listing continues.
PI4K2A block | Pin1 inhibitor | JMJD2A Tudor inh | G9a inh | PGK inhibitor | GLS inh | HP1b chromo inh | Pol eta inh | BAZ2B inh | SMILES
-25 | ? | 50µM* | / | -3% | -6% | ? | 5µM* | / | Cc1cnc(C=NNC(N)=S)c2cccc(N)c12
-5 | 3% | -15% | -1% | -3% | 0% | 13% | -9% | 3% | CC(C)C(=O)N(Cc1ccc(F)cc1)Cc1nc2ccccc2c(=O)[nH]1
3 | 3% | -1% | -11% | 4% | 11% | 7% | -4% | 7% | O=C1CCCC(c2ccccc2)N1 (stereo not drawn)
-1&7 | -4% | 40µM* | 0%[2.33 µM] | 3% | ? | -16% | -20% | 45µM* | COc1ccc(-c2ccc(-c3nc4ccc(C)cn4c3NC3CCCCC3)cc2OC)cc1
-1 | 1% | 8% | / | -5% | -1% | 17% | -19% | -1% | COc1ccc(NC(=O)c2ccccc2C(=O)N2CCCCC2)cc1
5 | -1% | -10% | 20%[0.501 µM] | i | -1% | 20% | -3% | 10% | CCNS(=O)(=O)c1ccc(CCC(=O)N2CCOCC2)cc1
4 | 3% | -17% | -4% | -6% | ? | 35% | -11% | 21% | COc1cc(/C=N/Nc2nc3ccccc3[nH]2)cc(Br)c1OCC(=O)N(C)C
4 | -10% | -6% | -49% | -7% | -18% | 40%[activator] | 14% | -32% | Cc1cc(=O)[nH]c2c1c(=O)[nH]n2C1CC(C)N(C)CC1C (stereo not drawn)
-4 | 7% | -7% | 50µM* | 13% | 3% | 32% | -1% | / | COc1ccc(C(=O)Nc2sc3c(c2C#N)CCN(C(C)=O)C3)cc1
-4 | 4% | -26% | 8%[59 µM] | 2% | 31% | 3% | -14% | -5% | C/C(CC(=O)Nc1ccc(Cl)c(C(F)(F)F)c1)=N\NC(=O)c1ccccc1O
-3 | 7% | 1% | ? | 9% | 0% | 24% | -5% | -3% | CCOc1ccc(CNC(=O)c2ccc(-c3nc(CSc4ccc(C)cc4)c(C)o3)cc2)cc1
-4 | -9% | -13% | 17%[12.7 µM] | -5% | 10% | 7% | 2% | -6% | COc1ccc(S(=O)(=O)N(CC(=O)N2CCOCC2)Cc2ccccc2)cc1C
-7 | 1% | -27% | / | -1% | 14% | -2% | -7% | / | CC(=O)c1ccc(N(CC(=O)Nc2cc(C)on2)S(=O)(=O)c2ccc(C)cc2)cc1
3 | 12% | ? | -35%[12.7 µM] | 11% | 8% | ? | 2% | -32% | Nc1cc(N)nc(SCc2cc(=O)oc3cc4c(cc23)CCC4)n1
1 | 3% | -22% | -9%[59 µM] | i | -12% | 13% | 3% | 3% | COc1ccc(C)cc1NC(=O)c1cnc2ccc(C)cn2c1=O
-2 | 2% | -8% | 0% | i | -8% | -6% | -18% | -23% | CCOc1ccc(N(CC(=O)N/N=C/c2cc(Br)c(C)o2)S(C)(=O)=O)cc1
4 | -6% | -8% | -34% | i | -10% | 61%[activator] | -25% | -2% | CCC1(c2ccc(Cl)cc2)NC(=O)N(CC(=O)NC2CCCC(C)C2C)C1=O (stereo not drawn)
-4 | 11% | -21% | -6%[59 µM] | 1% | 5% | 9% | 4% | 3% | Cc1ccc(-n2c(C)cc(C=C(C#N)C#N)c2C)cc1
4 | -1% | -4% | 9% | 5% | 9% | 7% | -9% | 7% | COc1ccc(CN2CC(C(=O)NCC3CCCO3)CC2=O)cc1 (stereo not drawn)
-4 | -4% | -22% | / | i | 10% | 20% | -4% | 2% | O=C(CCC(=O)N1CCN(c2cccc(Cl)c2)CC1)N1CCN(c2ccccc2)CC1
2 | 16% | -9% | 12%[0.0925 µM] | -3% | 6% | -6% | -19% | -7% | Cc1ccc(NC(=S)Nc2nc(CC(=O)Nc3ccccc3)cs2)cc1
-8 | -9% | ? | -30% | i | 26% | 19% | 13% | -4% | CC(C)c1cc(C(=O)O)c2cnn(C(C)C)c2n1
